# Screening data (PubChem BioAssay)
# MrgX1 allo act – allosterically activates human MrgX1 receptor signaling. B-score at 10 µM. Q96LB2. AID 588675. actives 0.63% (n = 310,000). MrgX1-HEK293, Fluo-4 calcium flux, FDSS; stronger effect = higher value;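 active means plate-corrected calcium response at least 3 library SD above typical, normal starting fluorescence, not activating the receptor alone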;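 further: compound read alongside a low EC10 to EC30 dose of BAM8-22 agonist; peak minus trough fluorescence over baseline measured at the second addition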
# PolyA inh – blocks polyadenylation in yeast reporter cells; actives 0.02% (n = 300,000); calls only at 12 µM; S. cerevisiae SKY197-pL101 polyadenylation reporter, beta-gal luminescence; efflux-impaired pdr1/pdr3 knockout yeast; score 100 = 6 SD above DMSO; AID 1875;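 active means lowest replicate activity score at least 50, where 100 means six control SD above control mean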;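 further: yeast exposed to compound for 9 h at 30 °C; higher score means more reporter readthrough which indicates perturbed polyadenylation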
# MrgX1 antagonist – human MrgX1 receptor antagonism, primary screen. MRGX1-HEK293 calcium flux, Fluo-4, BAM8-22 antagonism; stronger effect = lower value. Q96LB2. actives 1.3% (n = 310,000). B-score at 10 µM;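 active means calcium-response B-score plate-corrected more than 3 library SD below zero, starting fluorescence within 5 deviations, no agonist response on first addition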;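 further: peak minus trough fluorescence over baseline after final BAM8-22 challenge near maximal dose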
# TRPC4 inh – inhibitors of mouse TRPC4 channel; HEK293 TRPC4beta/mu-opioid, DAMGO-evoked Fluo4 calcium flux; stronger effect = lower value; B-score at 10 µM; actives 0.39% (n = 300,000);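 active means B-score over 3 SD under the library average, no early fluorescence shift, positive overall ratio signal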
#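 Assay system – HEK293 line stably carrying TRPC4beta and mu-opioid receptor · Doses – single dose · Detection – Fluo4 calcium-dye fluorescence, kinetic read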
# MrgX1 ag – agonists of human MrgX1 receptor. actives 0.44% (n = 310,000). Q96LB2. AID 588627. MrgX1-HEK293 cells, Fluo-4 calcium fluorescence, agonist mode; stronger effect = higher value. B-score at 10 µM;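 active means calcium response B-score plate-corrected fluorescence ratio at least 3 library SD, with starting fluorescence B-score inside 5 SD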
#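 Test system: HEK293 cells stably expressing human MrgX1 receptor; Input: fifteen thousand cells per well; Dosing: compound delivered in addition one of three; Schedule: overnight seeding, then 1 h dark dye loading; Technique: Fluo-4 NW calcium fluorescence; Measure: B-scored fluorescence response ratio; Controls: positive and negative controls per plate.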
# TRPC6 activator – activates the mouse TRPC6 cation channel; Q61143; HEK293-TRPC6 membrane potential dye fluorescence; stronger effect = higher value; B-score at 10 µM; actives 0.13% (n = 310,000);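 active means B-score of the integrated fluorescence ratio above library mean plus 3 SD, and starting fluorescence ratio within library mean plus 5 SD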;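 further: higher score means more depolarization so channel activation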
# Target sequence (Q61143 whole entry, looked up): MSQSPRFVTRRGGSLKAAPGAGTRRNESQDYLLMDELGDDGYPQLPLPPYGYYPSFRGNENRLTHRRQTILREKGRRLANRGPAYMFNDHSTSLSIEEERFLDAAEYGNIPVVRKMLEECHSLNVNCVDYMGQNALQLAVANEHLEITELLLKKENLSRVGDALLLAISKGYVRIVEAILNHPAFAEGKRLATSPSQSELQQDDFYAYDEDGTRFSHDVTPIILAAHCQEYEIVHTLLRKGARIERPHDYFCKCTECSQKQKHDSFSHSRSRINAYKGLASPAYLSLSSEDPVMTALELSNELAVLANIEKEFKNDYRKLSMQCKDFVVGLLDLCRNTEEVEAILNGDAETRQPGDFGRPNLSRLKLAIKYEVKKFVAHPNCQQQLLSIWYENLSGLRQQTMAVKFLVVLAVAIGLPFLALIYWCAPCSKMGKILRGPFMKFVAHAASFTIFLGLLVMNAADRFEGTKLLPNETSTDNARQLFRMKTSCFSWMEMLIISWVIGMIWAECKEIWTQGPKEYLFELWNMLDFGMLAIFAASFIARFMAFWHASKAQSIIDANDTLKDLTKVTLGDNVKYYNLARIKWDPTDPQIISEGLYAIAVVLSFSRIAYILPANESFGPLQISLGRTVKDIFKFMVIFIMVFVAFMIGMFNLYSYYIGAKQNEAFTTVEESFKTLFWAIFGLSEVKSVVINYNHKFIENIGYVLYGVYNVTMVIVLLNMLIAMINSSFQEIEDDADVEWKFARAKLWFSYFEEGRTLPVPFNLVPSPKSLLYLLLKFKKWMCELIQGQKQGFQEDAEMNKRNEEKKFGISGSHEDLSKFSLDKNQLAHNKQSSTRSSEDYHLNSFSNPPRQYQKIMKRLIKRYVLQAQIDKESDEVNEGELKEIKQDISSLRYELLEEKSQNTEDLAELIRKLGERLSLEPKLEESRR
# HIF act – HIF pathway transcriptional activation | U2OS HRE-luciferase reporter, luminescence; normalized: DMSO 0%, desferrioxamine 100% | actives 0.32% (n = 300,000) | AID 1910 | activation, % at 7.5 µM (by protocol);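 active means mean activation of at least 10% of the iron chelator positive control signal, with at least half of replicates also reaching 10%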
# TRPC6 inh – mouse TRPC6 channel inhibition; actives 1.1% (n = 310,000); B-score at 10 µM; Q61143; HEK293-TRPC6, membrane potential dye, ACh-evoked depolarization; stronger effect = lower value; AID 2553;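 active means B-score under library mean minus 3 SD, initial fluorescence not abnormally high, positive integrated signal ratio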;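 further: B-score derived from integrated fluorescence ratio over the kinetic read; more negative B-score means stronger inhibition of depolarization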
# TRPC4 act – opens the mouse TRPC4 cation channel | Q9QUQ5 | HEK293 TRPC4beta/mu-opioid, Fluo4 calcium fluorescence; stronger effect = higher value | B-score at 10 µM | actives 0.49% (n = 310,000);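 active means B-score above 5 SD of library B-scores, and initial fluorescence ratio not above library mean plus 5 SD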;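 further: positive B-score marks a calcium rise read as TRPC4 activation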
#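 Material: HEK293 stable line with TRPC4beta plus mu-opioid receptor; technique: Fluo4 calcium-sensitive dye fluorescence, kinetic, 1 Hz baseline; timing: Fluo4 dye loading 45 min at room temperature, 110 s recording; controls: assay buffer as low control, maximal DAMGO as high control; read-out: integrated baseline-normalised fluorescence ratio, converted to per-well B score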
# AI-2 QS mod – Vibrio harveyi AI-2 quorum sensing modulation | activity change, % at 7.5 µM | AID 2094 | actives 0.4% (n = 300,000) | Vibrio harveyi JMH597 AI-2 luminescence/OD600 ratio, 9 h; stronger effect = lower value; strain lacks LuxN and CqsS sensors; 0 = neutral-control median; in the data active means activity change below about -75%, passing the limit was not always enough;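 further: luminescence divided by OD600 gain over 9 h not by final OD600 alone; inactives centre near 13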
# TRPC4 PAM – allosterically enhances the mouse TRPC4 cation channel; HEK293 TRPC4beta/mu-opioid, DAMGO EC20, Fluo-4 Ca2+ flux; stronger effect = higher value; AID 2227; actives 0.42% (n = 310,000); B-score at 10 µM;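 active means B-score of calcium response area above 5 SD of library B-scores, with initial fluorescence ratio within 5 SD of library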;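 further: B-score of integrated fluorescence ratio over time as area under calcium response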
# Starred values were filed as active, the others as inactive; i = inactive; / = no result given.
# Each structure is followed by: TRPC4 PAM	TRPC6 activator	PolyA inh	AI-2 QS mod	TRPC6 inh	TRPC4 inh	MrgX1 allo act	MrgX1 antagonist	TRPC4 act	HIF act	MrgX1 ag
CCOC(=O)N1CCN(Cc2cc(=O)oc3ccc4ccccc4c23)CC1
→ i	i	i	28	i	i	i	i	i	-0.7	i
CCOC(=O)C(C(=O)Nc1ccc(C)cc1)C1CCCCC1 (configuration not stated)
→ i	i	i	19	i	i	i	i	i	0.6	i
Cc1ccc(CNC(=O)COC(=O)c2ccc(S(=O)(=O)N(C)C)cc2)cc1
→ i	i	i	15	i	i	i	i	i	-0.4	i
C=CCNC(=O)/C(=C\c1ccco1)NC(=O)c1ccco1
→ i	i	i	11	i	i	i	i	i	0.3	i
CC1(c2ccc(Cl)cc2Cl)OCC(Cn2ccnc2)O1 (configuration not stated)
→ i	i	i	25	i	i	i	i	105*	-0.1	i
O=C(Nc1ccccc1)c1cc(S(=O)(=O)N2CCOCC2)cs1
→ i	i	i	-1	i	i	i	i	i	-0.2	i
CC1CCN(S(=O)(=O)c2cccc(C(=O)N(C)C3(C)CCS(=O)(=O)C3)c2)CC1 (configuration not stated)
→ i	i	i	22	i	i	i	i	i	-0.6	i
COc1cccc(CNC(=O)CCCC(=O)NC(C)CCc2ccccc2)c1 (configuration not stated)
→ i	i	i	50	i	i	i	i	i	-24	i
CCOc1cc2c(cc1C=O)OC(C)C2 (configuration not stated)
→ i	i	i	1	i	i	i	i	i	-0.9	i
Cc1ccc2cccc(Oc3cnccn3)c2n1
→ i	i	i	19	i	i	i	i	i	-1.6	i
CC(C)(C)C(=O)/C=C/Nc1ccccc1O
→ i	i	i	-1	i	i	i	i	i	0.0	i
O=C(c1cccnc1)c1cccnc1
→ i	i	i	0	i	i	i	i	i	0.0	i
CC(C)n1nnnc1-c1ccc(Cl)cc1
→ i	i	i	25	i	i	i	i	i	0.2	i
COc1cc(S(=O)(=O)N2CCOCC2)ccc1NC(=O)COc1ccc(N(C)S(=O)(=O)c2ccc(C)cc2)cc1
→ i	i	i	35	i	i	i	i	i	-2.2	i
Cc1cc(C)c2c(n1)sc1c(-c3ccccc3)c(C#N)c(N)nc12
→ i	i	i	20	i	i	i	i	i	-0.5	i
Nc1nc(CSc2nnnn2-c2ccc(F)c(Cl)c2)nc(N2CCOCC2)n1
→ i	i	i	5	i	i	i	i	i	-0.8	i
CC(C)C(=O)Nc1sc2c(c1C(N)=O)CCN(Cc1ccccc1)C2
→ i	i	i	-14	i	i	i	i	i	2.0	i
CN1CCN(C(=O)c2cc3cc(Cl)ccc3[nH]2)CC1
→ i	i	i	-31	i	i	i	i	i	0.4	i
O=C(c1cn(-c2ccccc2)nc1-c1ccc(Cl)s1)N1CCOCC1
→ i	i	i	-7	i	i	i	i	i	1.0	i
COc1ccc(S(=O)(=O)N2CCCCCC2)cc1C(=O)N(C)CC(=O)Nc1c(Cl)cccc1Cl
→ i	i	i	17	i	i	i	i	i	0.2	i
COc1ccc(-n2c(=O)c3ccccc3n(CC(=O)NC3CCCC3)c2=O)c(OC)c1
→ i	i	i	12	i	i	i	i	i	-0.6	i
Nc1nc(N2CCOCC2)cc(=O)[nH]1
→ i	i	i	-2	i	i	i	i	i	0.0	i
CCOCCCNC(=O)c1ccccc1OC1CCN(S(C)(=O)=O)CC1
→ i	i	i	10	i	i	i	i	i	1.2	i
CC[n+]1c(/C=C/N(C)c2ccccc2)oc2ccc(Cl)cc21
→ i	i	i	20	i	i	i	i	i	4.6	i
O=C(CSc1ccc(C(F)(F)F)cc1[N+](=O)[O-])Nc1ccccc1
→ i	i	i	34	i	i	i	i	i	0.6	i
Cc1nc2ccccc2nc1NS(=O)(=O)c1ccc(N)cc1
→ i	i	i	-27	i	i	i	i	i	-17	i
COC(=O)c1c(NC(=O)CC2SC(N)=NC2=O)sc2c1CCCC2 (configuration not stated)
→ i	i	i	14	i	i	i	i	i	0.0	i
COc1cc(OC)nc(NC(=O)CCl)n1
→ i	i	i	28	i	i	i	i	i	-0.7	i
COc1ccccc1N1CCN(S(=O)(=O)CCNC(=O)C2CCCC2)CC1
→ i	i	i	16	i	i	i	i	i	-62	i
CC1CCN(C(=O)c2ccc(NC(=O)C3CCCO3)cc2)CC1 (configuration not stated)
→ i	i	i	-1	i	i	i	i	i	0.0	i
CCOc1ccc(Cc2nnc(SCC(=O)Nc3c(C)cccc3C)[nH]c2=O)cc1
→ i	i	i	36	i	i	i	i	i	0.1	i
O=C(NC(=S)NNC(=O)c1ccc(Cl)cc1Cl)c1cccnc1
→ i	i	i	80	i	i	i	i	i	1.2	i
COc1ccc(C(CNC(=O)C2CC2)N(C)C)cc1 (configuration not stated)
→ i	i	i	0	i	i	i	i	i	-0.3	i
Cc1ccc(S(=O)(=O)N(C)c2ccc(C(=O)NCC(c3cccs3)N3CCOCC3)cc2)cc1 (configuration not stated)
→ i	i	i	13	i	i	i	i	i	-0.3	i
Cc1c(/C(O)=C2/C(=O)C(=O)N(CCN3CCOCC3)C2c2cccs2)cnn1-c1ccccc1 (configuration not stated)
→ /	/	i	15	/	/	i	i	/	0.7	i
Cc1nonc1CN(C)C(=O)CC1C(=O)NCCN1Cc1ccccc1F (configuration not stated)
→ i	i	i	14	i	i	i	i	i	-0.4	i
CCN(CC)S(=O)(=O)c1ccc(N/N=C/c2ccc(O)cc2O)nc1
→ i	i	i	96	i	i	i	i	i	117*	i
CCOC(=O)CCC(=O)Nc1cccc([N+](=O)[O-])c1
→ i	i	i	18	i	i	i	i	i	-0.2	i
O=C(CNc1cccc(S(=O)(=O)N2CCOCC2)c1)N1CCc2ccccc21
→ i	i	i	24	i	i	i	i	i	0.7	i
Cc1cc(NC(=O)c2ccc(Cn3cc([N+](=O)[O-])cn3)o2)no1
→ i	i	/	-2	i	i	i	i	i	/	i
O=C(Nc1nc(-c2ccccc2)c(-c2ccccc2)s1)c1ccc(S(=O)(=O)N2CCCC2)cc1
→ i	i	i	6	i	i	i	i	i	-0.5	i
CC(C)c1ccc(NC(=O)C2=NNC(=O)CC2)cc1
→ i	i	i	27	i	i	i	i	i	1.6	i
COc1ccc(CN(C)S(=O)(=O)c2nnc(NC(=O)c3ccccc3OC)s2)cc1OC
→ i	i	i	-6	i	i	i	i	i	0.4	i
CCOC(=O)c1nn(-c2ccc(Cl)cc2)cc1O
→ i	i	i	4	i	i	i	i	i	2.5	i
O=C(COC(=O)c1cc(-c2cccs2)nc2ccccc12)NCc1ccco1
→ i	i	i	4	i	i	i	i	i	0.0	i
COc1cc(C2C(C(=O)C(C)(C)C)=C(O)C(=O)N2Cc2ccccc2)ccc1O (configuration not stated)
→ i	i	i	9	i	i	i	i	i	1.9	i
Cc1ccc(CS(=O)(=O)CCC(=O)NCc2ccc(F)cc2)cc1
→ i	i	i	18	i	i	i	i	i	0.4	i
O=C(Nc1ccccc1Oc1cccnc1)C1CCCN(Cc2cccc(Cl)c2)C1 (configuration not stated)
→ i	i	i	19	i	-6*	i	i	i	-0.3	i
O=C(CN1C(=O)CSc2ccc(S(=O)(=O)N3CCCCC3)cc21)NCc1ccccc1
→ i	i	i	6	i	i	i	i	i	-0.8	i
Cc1[nH]n(-c2ccccc2)c(=O)c1C(c1ccc(C(=O)O)cc1)c1c(C)[nH]n(-c2ccccc2)c1=O
→ i	i	i	6	i	i	i	i	i	-0.1	i
Cc1ccc(C(=O)Nc2ccc(S(=O)(=O)N3CCOCC3)cc2)cc1C
→ i	i	i	-6	i	i	i	i	i	-30	i
Cc1c(C)[n+](=O)c(-c2ccco2)c(C)n1[O-]
→ i	i	i	7	i	i	i	i	i	-0.3	i
O=c1cccccc1NN=C1CCCCCC1
→ i	i	i	/	i	i	i	i	i	4.7	i
CCCCOc1[nH]c2nc(-c3ccco3)n(Cc3ccco3)c(=N)c2c1C#N
→ i	i	i	20	i	i	i	i	i	0.4	i
Nc1cc(N)nc(SCC(=O)NCCC2=CCCCC2)n1
→ i	i	i	29	i	i	i	i	i	-4.5	i
COc1ccc(CNC(=O)CCNS(=O)(=O)c2cc(Br)cnc2N)cc1
→ i	i	i	2	i	i	i	i	i	1.7	i
O=C(Nc1cc2c(cc1Br)OCCO2)c1cccs1
→ i	i	i	10	i	i	i	i	i	2.2	i
Cc1ccsc1-c1nc(CN(C)C(C2CC2)C2CC2)c(C)o1
→ i	i	i	49	i	i	i	i	i	-0.1	i
Cc1nc2ccc(NC(=O)c3cccs3)cc2s1
→ i	i	i	17	i	i	i	i	i	2.3	i
Cc1cc(Cl)ccc1OCC(=O)NCCCCc1ccccc1
→ i	i	i	12	i	i	i	i	i	-0.2	i

# The listing continues:
# Each structure is followed by: TRPC4 PAM	TRPC6 activator	PolyA inh	AI-2 QS mod	TRPC6 inh	TRPC4 inh	MrgX1 allo act	MrgX1 antagonist	TRPC4 act	HIF act	MrgX1 ag
O=C(O)CSCC(=O)NCc1csc2ccc(Cl)cc12
→ i	i	i	11	i	i	i	i	i	-0.5	i
COc1cc(OC)cc(C(=O)Nc2cccc(N3CCCC3)c2)c1
→ i	i	i	13	i	i	i	i	i	-0.2	i
CCOc1ccccc1N1CCN(C(=O)c2cc3c(C)cc(C)cc3[nH]2)CC1
→ i	i	i	0	i	i	i	i	i	-0.8	i
CC(C)(C)C(=O)Nc1nnc(SCC(=O)NCc2cccs2)s1
→ i	i	i	14	i	i	i	i	i	-0.7	i
Cc1c(C(=O)Nc2ccc3c(c2)OCO3)sc2nc(-c3ccccc3)cn12
→ i	i	i	27	i	i	i	i	i	1.1	i
Cn1nnnc1SCC(=O)Nc1ccc(Cl)cn1
→ i	i	i	22	i	i	i	i	i	0.8	i
CCN(CC)S(=O)(=O)c1csc(C(=O)NC2CCCCC2)c1
→ i	i	i	9	i	i	i	i	i	-0.2	i
Cc1cccc(-c2ncc(CN3CCCC(CO)(Cc4cccc(Cl)c4)C3)cn2)c1 (configuration not stated)
→ i	i	i	31	i	i	i	i	i	-0.5	i

# The list is partial; the hit share may differ from the screen's.
